Compound activity (PubChem)
H1N1 NS1A inhibition: H1N1 influenza NS1A inhibitors, functional cell based assay (AID 504329); NS1A functional cell-based assay, percent inhibition; higher % means a stronger effect; inhibition, % at 12.5 µM; hits with a dose series show IC50 in µM; 340,000 compounds, 0.3% hits; in the data active = a potency from the dose series; inconclusive = inhibition above about 27% without an active follow-up result; also: strong numbers were not always called active
inhibitors of VEEV: inhibitors of VEEV TC-83 cytopathic effect, confirmation, Vero cells (AID 588727); inhibition, % at 20 µM; hits with a dose series show IC50 in µM; 350,000 compounds, 0.13% hits; Vero cells, VEEV TC-83 cytopathic effect inhibition; higher % means a stronger effect; in the data active = a potency from the dose series; inconclusive = inhibition mostly from about 14% at the one dose, without a potency; inactive = the rest, 99 in 100 with inhibition below about 12%; also: strong numbers were not always called active
tuberculosis growth: growth inhibition of non-replicating M. tuberculosis (AID 488890); Mycobacterium tuberculosis non-replicating, growth inhibition; higher % means a stronger effect; inhibition, % at 25 µM, or IC50 in µM where a hit was titrated; 320,000 compounds, 0.39% hits; in the data active = a potency from the dose series; inconclusive = inhibition mostly from about 82% at the one dose, without a potency; inactive = the rest, 99 in 100 with inhibition below about 76%;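 also: plate controls were DMSO cells for no effect and high antibiotic wells for full effect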
Salmonella PhoP GFP: Inhibition of PhoP regulon, Salmonella typhi GFP reporter cells, confirmation, 4 h (AID 1850). one-dose inhibition, % at 50 µM; IC50 in µM for titrated hits. 310,000 compounds, 0.33% hits. Salmonella Typhi PhoP-promoter GFP reporter, fluorescence, 4 h; higher % means a stronger effect; in the data active = a potency from the dose series; inconclusive = inhibition mostly from about 25% at the one dose, without a potency; inactive = the rest, 99 in 100 with inhibition below about 19%;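 also: 0% = induced wells with vehicle and 100% = uninduced wells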
M. tuberculosis HTS: M. tuberculosis growth inhibition, HTS (AID 449762); M. tuberculosis H37Rv growth inhibition, 7H9 media; higher % means a stronger effect; one-dose inhibition, % at 25 µM; IC50 in µM for titrated hits; 330,000 compounds, 0.59% hits; in the data active = a potency from the dose series; inconclusive = inhibition above about 70% without an active follow-up result;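 also: bacterial growth assessed after seven days of incubation; strong numbers were not always called active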
inhibitors of VEEV 10K pilot screen: also measured in inhibitors of VEEV; calls as there; inhibition, %; measured here: 10K pilot screen inhibition
* hit, by the source's call; i = inactive; ? = inconclusive; · = not tested or not shown.

SMILES	H1N1 NS1A inhibition	inhibitors of VEEV	tuberculosis growth	Salmonella PhoP GFP	M. tuberculosis HTS	others
CC(OC(=O)CCN=C1NS(=O)(=O)c2ccccc21)C(=O)NC1CCCCC1C (centres undefined)	-2%	0.6%	0%	4%	-7%
CCOCCn1c(N2CCCC2)nc2c1c(=O)n(C)c(=O)n2C	-6%	0.1%	-14%	0%	-2%
Cc1ccc(S(=O)(=O)C(C#N)c2nc3ccccc3nc2OC(C)C)cc1 (centres undefined)	-5%	1.5%	-5%	-12%	-4%
COc1ccc(C(CC(=O)NC(C)(C)C)n2cccc2)cc1 (centres undefined)	22%	1.9%	-10%	5%	-4%
Cc1ncoc1C(=O)N1CCCC(C(=O)Nc2cccc(-c3ccc(F)cc3)c2)C1 (centres undefined)	-3%	2.6%	20%	-3%	10%
Cc1cc(C(=O)COC(=O)c2ccc(Cl)c(S(N)(=O)=O)c2)c(C)n1C1CC1	-8%	3.7%	8%	1%	4%
CCN1CCN(C(=O)c2ccc3c(Cl)c4c(nc3c2)CCCC4)CC1	-2%	i	-3%	0%	-7%
COc1ccc(-c2nc(CSCC(=O)NCCC3=CCCCC3)c(C)o2)cc1OC	-5%	5.4%	25%	-1%	-1%
c1ccc(-c2cc(N3CCOCC3)nc3ccccc23)cc1	-11%	i	10%	0%	16%
O=C(Nc1nnc(-c2ccco2)o1)c1cccc(Cl)c1	-1%	0.5%	?	37µM*	?
O=C(CCCOc1ccc(Cl)cc1Cl)Nc1ccccn1	-7%	0.6%	69%	3%	21%
Cc1nc2scc(C)n2c(=O)c1S(=O)(=O)Nc1ccc(OC(F)(F)F)cc1	7%	0.2%	19%	-3%	-6%
C=CC[C@@H](CC(=O)N[C@H](CO)Cc1ccccc1)C(=O)NCCOC(=O)[C@@H](CC=C)Cc1ccc(F)cc1	11%	1.2%	32%	·	0%
COc1ccccc1C1C2CCCCC2(O)CCN1CC(=O)Nc1ccccc1 (centres undefined)	5%	i	23%	-3%	-9%
Cn1c(=O)[nH]c(=O)c2c1nc(SCCN1CCOCC1)n2Cc1ccccc1	0%	2.4%	-13%	2%	-3%
CN(c1ccccc1)P(=O)(N(C)c1ccccc1)N(C)c1ccccc1	4%	0.8%	?	-12%	52%
Cc1[nH]nc2c1/C(=N/O)CC(c1ccccc1)C2 (centres undefined)	-3%	i	-1%	-3%	-4%
Cc1cc(C)c(S(=O)(=O)N2CCN(CCO)CC2)c(C)c1	3%	0.1%	20%	9%	-9%
Cc1ccc(S(=O)(=O)N(CC(=O)NCCSCc2ccco2)c2ccc(F)cc2)cc1	·	·	23%	5%	-8%
CCn1c(=O)c2cc(C(=O)Nc3cc(C)on3)sc2c2ccccc21	3%	1.7%	-5%	4%	-3%
CCN1C(=O)[C@@H]2[C@@H](c3ccc(-c4ccc(Cl)c(Cl)c4)c(OC)c3)N3CCC[C@@]3(C(=O)OC)[C@@H]2C1=O	8%	i	23%	1%	13%
FC(F)(F)c1ccccc1CN1CCN(Cc2ccccc2)CC1	-8%	0.4%	9%	10%	2%
COC(=O)C(CC(C)C)NC(=O)C(Cc1ccccc1)NC(=O)C1CCCN1C(=O)OC(C)(C)C (centres undefined)	-13%	1.2%	-5%	12%	-2%
COCCN(CCOC)S(=O)(=O)c1ccc(C(=O)Nc2nc(-c3ccccc3)c(C(=O)c3ccccc3)s2)cc1	-4%	1.3%	-19%	-5%	-3%
Cc1cccc(CSCCNC(=O)Nc2ccccc2)c1	-3%	i	?	-3%	3%
Cc1ccc2nc(NCCCO)[nH]c2c1	0%	2.6%	-5%	6%	1%
COc1ccc(C(=O)Nc2cccc(C(C)=O)c2)cc1OC	3%	0.8%	4%	5%	-16%
CC(C)(C)C(=O)NC1(C(F)(F)F)NC(=O)N(CCc2ccccc2)C1=O (centres undefined)	-13%	0.8%	7%	0%	1%
FC(F)(F)c1ccc(CNCCc2ccc3c(c2)OCO3)cc1	5%	0.2%	69%	2%	12%
COc1ccccc1N1C(=S)NC2CS(=O)(=O)CC21 (centres undefined)	-3%	1.4%	6%	-2%	-9%
Cc1ccc(S(=O)(=O)Nc2nnc(C3CCCCC3)s2)cc1	3%	2.4%	23%	-3%	-3%
Cn1c(=O)c2nc(NCc3ccccc3)cnc2n(C)c1=O	-5%	i	1%	-2%	3%
O=C(CNS(=O)(=O)c1ccc2c(c1)OCCCO2)N1CCN(Cc2ccccc2)CC1	-10%	2.2%	-7%	·	5%
O=[N+]([O-])c1ccc(O)c(/C=N/Nc2ccccc2Cl)c1	-14%	2.4%	12%	14%	?
CCOc1cc(C=C2C(=O)NC(=O)NC2=O)cc([N+](=O)[O-])c1O	·	·	24%	-3%	7%
COc1cc(/C=C2/NC(=O)N(CC(=O)Nc3cccc(C)c3)C2=O)ccc1OCC(N)=O	0%	0.1%	-19%	1%	-6%
O=C(Cc1nc2ccccc2[nH]1)c1ccc(Br)cc1	-4%	0.3%	11%	-5%	3%
O=C(CSc1nnc(Cn2c(=O)sc3ccccc32)n1-c1ccccc1)Nc1nccs1	10%	2.2%	11%	-8%	-7%
O=C(O)CSc1nnc(-c2ccncc2)n1-c1ccc(Cl)cc1	2%	3.2%	7%	4%	-1%
COC(=O)C1CCCCN1C(=O)c1ccc2oc(C(C)C)nc2c1 (centres undefined)	-1%	1.1%	12%	-2%	5%

Brought forward from above: four entries; new compounds follow.
SMILES	H1N1 NS1A inhibition	inhibitors of VEEV	tuberculosis growth	Salmonella PhoP GFP	M. tuberculosis HTS	others
O=C(Cc1nc2ccccc2[nH]1)c1ccc(Br)cc1	-4%	0.3%	11%	-5%	3%
O=C(CSc1nnc(Cn2c(=O)sc3ccccc32)n1-c1ccccc1)Nc1nccs1	10%	2.2%	11%	-8%	-7%
O=C(O)CSc1nnc(-c2ccncc2)n1-c1ccc(Cl)cc1	2%	3.2%	7%	4%	-1%
COC(=O)C1CCCCN1C(=O)c1ccc2oc(C(C)C)nc2c1 (centres undefined)	-1%	1.1%	12%	-2%	5%
COC(=O)COc1cccc(/C=N/NC(=O)CCSc2ccccc2)c1	-16%	1.5%	9.7µM*	-5%	?
Cn1nnnc1SCCNC(=O)C1CCC(=O)N(CCc2cccc(F)c2)C1 (centres undefined)	-3%	0.6%	-20%	-17%	1%
Cc1cccc(-n2c(SCC(N)=O)nnc2-c2ccco2)c1	7%	0.1%	3%	-7%	-1%
CCC(=O)N(Cc1ccco1)c1nc(C(=O)Nc2ccc(Cl)cc2)c(C)s1	11%	i	25%	2%	4%
CC(C)N1CCN(Cc2cccc(-c3ccco3)c2)CC1CCO (centres undefined)	-1%	0.3%	5%	4%	-6%
COc1cc([N+](=O)[O-])ccc1NC(=O)CN1C(=O)NC2(CCCCC2C)C1=O (centres undefined)	14%	0.1%	·	·	·
CCOC(=O)c1nn(-c2ccc(F)cc2)c2c1CC/C2=C/c1ccccc1	-15%	0.1%	23%	-8%	18%
CC1(C(=O)NCc2ccc(Cl)c(Cl)c2)Oc2ccccc2NC1=O (centres undefined)	1%	0.4%	7%	-2%	2%
CC1=NCCN1CCNC(=O)Nc1cc(C)cc(C)c1	·	1.1%	7%	3%	-2%
Cc1ccc(C)c(NC(=O)Cc2coc3cc4c(cc23)CCC4)c1	27%	0.2%	4%	4%	8%
NC(=O)C1CCN(c2nc3c(S(=O)(=O)c4ccccc4)nnn3c3ccccc23)CC1	-5%	6.3%	4%	-2%	-7%
O=C(NCc1ccco1)c1ccccc1F	0%	i	-2%	-1%	-13%
OC(CN1CCN(Cc2ccc3c(c2)OCO3)CC1)c1c[nH]c2ccccc12 (centres undefined)	3%	2.2%	·	0%	·
O=C1N[C@@H](Cc2ccccc2)COC(=O)[C@H](Cc2ccc(F)cc2)CC/C=C/C[C@@H]1CC(=O)N(CCO)Cc1ccccc1	2%	1.6%	65%	·	-5%
COCCNC(=O)c1ccc(CSc2nc3ccccc3s2)cc1	0%	7.5%	?	-6%	66%
CC(C)NC(=O)C1CCN(C2CCN(Cc3nc(C(C)C)cs3)CC2)CC1	1%	1.0%	-3%	5%	3%
COc1ccc(N2CCN(C(=O)c3cccn4c(=O)c5ccccc5nc34)CC2)cc1	9%	0.9%	-7%	-10%	10%
Cc1ccc(S(=O)(=O)N(CC(=O)N=Nc2c(O)[nH]c3ccccc23)c2ccc(C)c(C)c2)cc1	12%	12%	52%	-21%	-9%
COCCn1nnnc1C(c1cc2ccc(OC)cc2[nH]c1=O)N1CCN(C2CCCCC2)CC1 (centres undefined)	2%	0.1%	-15%	1%	-4%
COc1cc(/C=N/NC(=O)c2ccc3c(c2)OCO3)ccc1O	1%	0.5%	10%	3%	-1%

Reprinted at random: five records from the list
SMILES	H1N1 NS1A inhibition	inhibitors of VEEV	tuberculosis growth	Salmonella PhoP GFP	M. tuberculosis HTS	others
O=[N+]([O-])c1ccc(O)c(/C=N/Nc2ccccc2Cl)c1	-14%	2.4%	12%	14%	?
O=C(Cc1nc2ccccc2[nH]1)c1ccc(Br)cc1	-4%	0.3%	11%	-5%	3%
COc1cc(/C=N/NC(=O)c2ccc3c(c2)OCO3)ccc1O	1%	0.5%	10%	3%	-1%
COc1ccccc1C1C2CCCCC2(O)CCN1CC(=O)Nc1ccccc1 (centres undefined)	5%	i	23%	-3%	-9%
NC(=O)C1CCN(c2nc3c(S(=O)(=O)c4ccccc4)nnn3c3ccccc23)CC1	-5%	6.3%	4%	-2%	-7%

Entries above that have a tert-butyl group:
SMILES	H1N1 NS1A inhibition	inhibitors of VEEV	tuberculosis growth	Salmonella PhoP GFP	M. tuberculosis HTS	others
COc1ccc(C(CC(=O)NC(C)(C)C)n2cccc2)cc1 (centres undefined)	22%	1.9%	-10%	5%	-4%
COC(=O)C(CC(C)C)NC(=O)C(Cc1ccccc1)NC(=O)C1CCCN1C(=O)OC(C)(C)C (centres undefined)	-13%	1.2%	-5%	12%	-2%
CC(C)(C)C(=O)NC1(C(F)(F)F)NC(=O)N(CCc2ccccc2)C1=O (centres undefined)	-13%	0.8%	7%	0%	1%

Three compounds already listed, sorted by count of non-hydrogen atoms, largest number first.
SMILES	H1N1 NS1A inhibition	inhibitors of VEEV	tuberculosis growth	Salmonella PhoP GFP	M. tuberculosis HTS	others
COc1cc([N+](=O)[O-])ccc1NC(=O)CN1C(=O)NC2(CCCCC2C)C1=O (centres undefined)	14%	0.1%	·	·	·
CCOC(=O)c1nn(-c2ccc(F)cc2)c2c1CC/C2=C/c1ccccc1	-15%	0.1%	23%	-8%	18%
Cc1ccc(C)c(NC(=O)Cc2coc3cc4c(cc23)CCC4)c1	27%	0.2%	4%	4%	8%

Next section:
SMILES	H1N1 NS1A inhibition	inhibitors of VEEV	tuberculosis growth	Salmonella PhoP GFP	M. tuberculosis HTS	others
COc1ccc([N+](=O)[O-])cc1NCc1ccco1	-19%	1.7%	-4%	14%	0%
CCC1CCCCN1CCCNC(=O)c1ccc2c(c1)NC(=O)CS2 (centres undefined)	1%	0.7%	10%	-2%	3%
COC(=O)c1ccc(CSc2ccc3nnc(-c4ccc(OC)cc4)n3n2)o1	·	·	20%	-2%	5%
CCN(CC)CCCNC(=O)CSc1nc2c(c(C(F)(F)F)n1)CCc1ccccc1-2	5%	i	15%	-17%	2%
O=C(NNc1c(Cl)cc(Cl)cc1Cl)c1cccc([N+](=O)[O-])c1	-1%	0.2%	41%	3%	5%
O=C(NNC(=S)NC(=O)c1ccccc1[N+](=O)[O-])c1ccc(Cl)cc1Cl	4%	1.6%	?	-4%	-6%
Cc1cccc(C(=O)OC(C)C(=O)NCC2CCCCC2)c1O (centres undefined)	-24%	0.9%	7%	·	-13%
Cc1cc(NC(=O)C(C)SCC(=O)Nc2ccccc2C(C)(C)C)no1 (centres undefined)	-11%	i	-4%	0%	-4%
CCc1ccc(-c2cc(C)no2)cc1S(=O)(=O)Nc1cc(C)ccn1	4%	0.7%	·	13%	6%
O=C(NCc1cccnc1)C(=O)Nc1cc2c3c(c1)CC(=O)N3CCC2	-9%	6.2%	-1%	6%	-4%
Cc1cc(C(F)(F)F)nn1Cc1n[nH]c(=S)n1-c1cccc(Cl)c1	20%	2.9%	-5%	-11%	-10%	inhibitors of VEEV 10K pilot screen=0.2
COC(=O)CNc1nc(Cl)nc(Nc2ccc(Cl)cc2)n1	-1%	1.5%	-14%	2%	13%
Cc1ccc(-c2cc(C(F)F)n3ncc(C(=O)N4CCC5(CC4)OCCO5)c3n2)cc1	0%	1.4%	23%	-8%	4%
CCOc1ccc(/C=C2\SC(=S)N(CCC(=O)Nc3ccc(C(=O)O)cc3)C2=O)cc1	-4%	0.3%	23%	-2%	-3%
O=C(Nc1ccc2c(c1)CCC2)c1cc(F)cc(F)c1	1%	6.0%	73%	·	5%

No enrichment for hits, and some 1.6% of all compounds hit somewhere here.
